# Compound activity as filed in PubChem BioAssay.
# MRP resist rev = reversal of MRP1-mediated doxorubicin resistance, primary screen, H69AR cells, doxorubicin co-treatment; 85,000 tested, 0.04% active; AID 602, 2007; differential viability (reversal), % at 10 µM; H69AR cells + 2 uM doxorubicin, CellTiter-Glo, 72 h;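 active means viability drop by adding the cancer drug above about 55%, with treated viability meeting a 40% cutoff, limit read from the data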;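 further: viability without doxorubicin minus viability with 2 µM doxorubicin for each compound; larger differential means the compound sensitizes cells more to doxorubicin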
# PLAP inhibitors HTS = PLAP enzyme inhibitors, biochemical, luminescence, HTS (AID 690). purified PLAP, luminescent substrate; higher % means a stronger effect. 96,000 tested, 0.08% active. Alkaline phosphatase, placental type (Homo sapiens). one-dose inhibition, % at 20 µM; IC50 in µM for titrated hits; in the data active means a potency from the dose series; inactive means the rest, 99 in 100 with inhibition below about 30%; further: strong numbers were not always called active
# NFkB transloc inh = inhibitors of IL-1B driven NFkB p65 nuclear import, primary screen, imaging, HUVEC, IL-1B stimulus, high-content imaging; inhibition, % at 2 µM; 94,000 tested, 0.43% active; AID 796, 2007; HUVEC IL-1B NFkB p65 nuclear translocation imaging;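 active means inhibition above about 30% together with a positive call from visual inspection of the well image, limit read from the data; inconclusive means inhibition above a set limit but visual check negative; inactive means inhibition not above a set limit, visual check negative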;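 further: nuclear over cytoplasmic p65 intensity ratio measured by imaging; 0% = IL-1B stimulated DMSO wells and 100% = unstimulated DMSO wells; values of inactives mirror those of a sister screen read the other way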
# Bcl-B TR3 displacers = displacers of TR3 peptide from Bcl-B, primary screen, selectivity assay for Bfl-1 inhibitor project, biochemical, fluorescence polarization; FP displacement of FITC-TR3 peptide from Bcl-B; higher % means a stronger effect; displacement, % at 20 µM; hits with a dose series show IC50 in µM; 96,000 tested, 0.11% active; AID 748, 2007;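 active means displacement above 50% at 20 µM plus a fluorescence interference ratio under 1.5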;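 further: plate controls were wells without compound for no effect and wells lacking Bcl-B protein for full effect; a part of the inactive calls stands beside numbers as strong as those of hits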
# NFkB transloc pot = enhancers of NFkB p65 translocation in HUVEC – imaging, IL-1B stimulus, high-content imaging, primary screen. HUVEC IL-1B NFkB p65 nuclear translocation imaging. activation, % at 2 µM. 94,000 tested, 0.3% active;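 active means activation above 40%, about the mean plus 3 SD, also judged a hit on visual image review; inconclusive means activation above 40% but not a hit on visual review; inactive means activation not above 40% and no visual hit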;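 further: percent activation is computed from the nuclear over cytoplasmic p65 intensity ratio; values of inactives mirror those of a sister screen read the other way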
# MRP resist rev cytotoxicity = second read-out of MRP resist rev, no call of its own (marks repeat the call); viability, %; H69AR cells, CellTiter-Glo, 72 h; measured here: cytotoxicity without doxorubicin
# MRP resist rev with doxorubicin = also measured in MRP resist rev; calls as there; viability, %; measured here: viability with 2 uM doxorubicin; hits give low values
# NFkB transloc inh cell count 2 µM = second read-out of NFkB transloc inh, no call of its own (marks repeat the call); cell count; measured here: cells passing quality filter;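 raw number of nuclei counted in each imaged well without normalization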
# NFkB transloc pot cell count 2 µM = also measured in NFkB transloc pot; calls as there; cell count; measured here: cells passing quality filter
# Starred values were filed as active, the others as inactive; u = inconclusive; x = not tested or not shown.
SMILES,MRP resist rev,MRP resist rev cytotoxicity,MRP resist rev with doxorubicin,PLAP inhibitors HTS,NFkB transloc inh,NFkB transloc inh cell count 2 µM,Bcl-B TR3 displacers,NFkB transloc pot,NFkB transloc pot cell count 2 µM
O=C(Nn1cnnc1)c1ccccc1CCc1ccccc1,4,104,100,-33%,-22,121,-6%,22,121
C=CCn1c(-c2ccco2)n[nH]c1=S,-1,96,98,14%,-16,143,-9%,16,143
O=c1cc(N2CCN(c3ccc(F)cc3)CC2)[nH]c(=O)n1C1CCCCC1,-34,35,69,-1%,x,x,8%,x,x
CCOC(=O)N1CCN(C(=O)CNCc2cccs2)CC1,x,x,x,9%,-21,134,-7%,21,134
CN1CCN(CC#CC2(O)CCCCC2)CC1,-2,106,107,-16%,-1,71,3%,1,71
COc1ccc(S(=O)(=O)N2CCN(C3CCCCCCC3)CC2)cc1,0,88,88,-37%,x,x,0%,x,x
O=C(NCCCN1CCOCC1)C1CCC(=O)N1CCc1ccccc1 (configuration not stated),9,99,91,5%,9,176,-15%,-9,176
O=C(NCc1ccccc1Br)c1ccco1,4,97,93,-23%,4,119,3%,-4,119
COc1ccccc1C(=O)C1Nc2ccccc2-c2nnc(SC)nc2O1 (configuration not stated),x,x,x,x,-28,117,x,28,117
CN1CCN(C2=Cc3ccccc3Sc3cc(F)c(F)cc32)CC1,0,7,7,x,-19,146,x,19,146
CC(Sc1nc(-c2ccccc2)cc(C(F)(F)F)n1)C(=O)N1CCCC1 (configuration not stated),-24,53,76,0%,-54,73,-1%,u,x
Cc1nc2ccc(NC(=O)c3cc(S(=O)(=O)N4CCOCC4)ccc3C)cc2s1,7,95,88,-21%,-8,146,-8%,8,146
O=C1C=C(c2ccccc2)OC2(CCCC2)O1,6,102,95,2%,-25,56,-2%,28,56
CC(=O)C1C(c2ccc3ncccc3c2)NC(=O)NC1(O)C(F)(F)F (configuration not stated),-5,86,91,x,3,133,x,-3,133
COc1ccc(S(=O)(=O)CCC(=O)NC2CCCCC2)cc1,16,86,69,8%,x,x,-11%,x,x
Brc1ccc(C2=CC(c3ccco3)n3ncnc3N2)cc1 (configuration not stated),4,95,91,26%,-4,155,69%,-5,59
O=C(Nc1nc2c(s1)CCCC2=O)c1cnccn1,16,90,74,9%,-11,80,0%,11,80
CCOc1ccc(CCNC(=O)CCc2nc(-c3ccc(C)cc3)no2)cc1OCC,7,82,75,2%,14,135,2%,-14,135
O=c1[nH]c2cccnc2n1Cc1ccccc1,-3,102,105,-23%,-2,194,5%,2,194
CCC(=O)c1ccc(CCCCCC(=O)O)s1,2,93,91,-19%,3,132,23%,-3,132
O=C(c1cccc(Br)c1)c1cn(-c2ccccc2)nc1C(=O)c1ccccc1,x,x,x,2%,0,151,-9%,0,151
O=C(c1cccs1)N1CCN(C(=O)C2CCCO2)CC1 (configuration not stated),x,x,x,x,0,94,x,0,94
O=C(COc1ccc(S(=O)(=O)Nc2ccccc2)cc1)N1CCOCC1,-5,83,87,0%,28,97,6%,-28,97
CSc1nc(-c2ccco2)nn1C(=O)CCc1ccccc1,3,94,92,-6%,8,170,-4%,-8,170
Cn1c(=O)c2c(nc(SCC(=O)N3CCCCCC3)n2C)n(C)c1=O,-9,78,86,x,-8,154,x,8,154
CC(Oc1ccc(Cl)cc1Cl)C(=O)Nc1ccc(N2CCN(C)CC2)cc1 (configuration not stated),9,70,61,-51%,3,163,-4%,-3,163
O=C(Nc1ccc2c(c1)ncn2C1CCCCC1)c1ccco1,-15,81,95,9%,-16,151,-1%,16,151
CN(C)c1ccc(-n2cccc2/C=C2/SC(=Nc3ccc(F)cc3)NC2=O)cc1,x,x,x,7%,x,x,-87%,x,x
CCCCCn1c(CCNC(=O)CCC)nc2ccccc21,8,89,81,5%,-17,69,-2%,17,69
COc1ccc2c(c1)CCCC21NC(=O)N(CC(N)=O)C1=O (configuration not stated),12,97,86,2%,-2,108,-10%,2,108
Cc1ccc(NC(=O)CN(c2cc(C)cc(C)c2)S(=O)(=O)c2c(C)noc2C)nc1,-9,92,102,-66%,1,75,-2%,-1,75
Cc1cc(NC(=O)CCN2C(=O)C3C4C=CC(C4)C3C2=O)c2ccccc2n1 (configuration not stated),10,87,77,-22%,9,114,-8%,-9,114
CCOC(=O)c1cnc(-n2nc(C)cc2C)nc1N1CC(C)OC(C)C1 (configuration not stated),15,102,87,x,-5,166,x,5,166
CCOC(=O)N1CCN(C(=O)c2ccc3c(=O)n(CCc4ccccc4)c(=O)[nH]c3c2)CC1,9,70,61,-22%,-8,150,1%,8,150
Cc1ccc(-c2noc(CN(C(=O)c3cccs3)C(C)C)n2)cc1,-5,88,93,-30%,11,99,-3%,-11,99
Cc1cccc(N2CCN(c3cc(C)nc4nnnn34)CC2C)c1 (configuration not stated),9,91,81,11%,x,x,0%,x,x
O=C(CCc1ccc(S(=O)(=O)NC2CCCCC2)cc1)NCc1ccccc1,x,x,x,-14%,-2,176,6%,2,176
CCn1c(C(O)c2cccc(OC)c2OC)nc2ccccc21 (configuration not stated),-2,100,102,-11%,-15,144,-1%,15,144
O=C(NNS(=O)(=O)c1ccc(Cl)cc1)NC1CCCCC1,x,x,x,5%,-4,141,-7%,4,141
O=C(Nc1ccc2nc(C3CC3)n(Cc3ccc(F)cc3)c(=O)c2c1)c1ccco1,-27,57,84,2%,x,x,-4%,x,x
COc1cc(OC)cc(-c2nnc(SCc3cccnc3)o2)c1,-13,67,80,0%,-9,155,4%,9,155
Cc1ccc(NC(=S)NC(NC(=O)c2ccccc2C)C(Cl)(Cl)Cl)c(C)c1 (configuration not stated),x,x,x,-2%,2,124,-9%,-2,124
Cc1cc(C)nc(NCC(O)COc2ccccc2C)n1 (configuration not stated),12,94,82,-37%,16,74,-2%,-16,74
CN(C)CCCCCNCCCNC(=O)/C=N\O,2,91,89,-20%,-4,105,5%,4,105
CCOC(=O)c1cc(-c2ccc(C)o2)nn1CCC#N,6,90,84,8%,x,x,4%,x,x
CCOc1ccc(Br)cc1-c1noc(-c2cccs2)n1,-11,81,92,10%,11,70,-6%,-11,70
O=C(CSc1ncnc2c1nnn2-c1ccc(F)cc1)NCc1ccco1,4,81,78,x,-2,138,x,2,138
Cc1cc2cc(CN(CC3CCCO3)C(=O)c3cnccn3)c(=O)[nH]c2cc1C (configuration not stated),6,94,89,-42%,-7,149,-2%,7,149
O=C(CN1CCN(c2ccccn2)CC1)N1c2ccccc2CCc2ccccc21,-19,68,87,x,-25,149,x,25,149
OC(COc1ccc2c(c1)CCC2)CN1CCN(c2ccccc2F)CC1 (configuration not stated),11,100,88,-4%,-12,185,-3%,12,185

# Additional records follow:
SMILES,MRP resist rev,MRP resist rev cytotoxicity,MRP resist rev with doxorubicin,PLAP inhibitors HTS,NFkB transloc inh,NFkB transloc inh cell count 2 µM,Bcl-B TR3 displacers,NFkB transloc pot,NFkB transloc pot cell count 2 µM
CCCCOc1ccccc1C1NC(=O)NC(C)=C1C(=O)OCCOCC (configuration not stated),3,88,85,1%,5,112,-5%,-5,112
CC1(C)Oc2ccc3ccc(=O)oc3c2/C(=C/NCCO)C1=O,20,88,68,-20%,-6,112,20%,6,112
O=S(=O)(N[C@@H]1C[C@H]2CC[C@@H]1C2)c1cccs1,-5,101,106,-18%,x,x,-8%,x,x
O=C(N[C@@H](Cc1ccccc1)C(=O)O)c1cccnc1,-22,96,118,22%,4,54,1%,-4,54
Cc1ccc(/C=C/C2=NN(Cc3ccccc3Cl)C(=O)CC2)cc1,9,83,74,-41%,-14,193,1%,14,193
CCOC(=O)C1CCCN(C(=O)c2ccco2)C1 (configuration not stated),-31,55,86,-19%,-2,175,4%,2,175
CCOc1ccc(C2NC(=O)C(C#N)=C(S)N2c2ccc(C)cc2)cc1OC (configuration not stated),14,89,76,-11%,3,58,-1%,-3,58
Cc1c(N2C(=O)CS/C2=N\N=C\c2ccccc2O)c(=O)n(-c2ccccc2)n1C,x,x,x,-46%,9,135,-20%,-9,135
O=C(Nc1ccc2c(c1)CCC2)C1CCN(c2ncccn2)CC1,17,98,81,17%,x,x,2%,x,x
Cc1c(-n2cc(C(=O)c3cc(Cl)ccc3O)cc(C#N)c2=O)c(=O)n(-c2ccccc2)n1C,6,100,94,-30%,-14,162,-180%,14,162
CSc1ccc(S(=O)(=O)N2CCN(Cc3ccc4c(c3)OCO4)CC2)cc1,-4,89,93,-4%,x,x,-4%,x,x
COC(=O)c1sc2nc(-c3ccco3)ccc2c1N,-6,85,90,-1%,7,78,-12%,-7,78
CS(=O)(=O)N1CCC(C(=O)NCc2ccc(F)cc2Cl)CC1,-2,84,86,27%,x,x,-10%,x,x
Cc1cc(Cl)ccc1OC(C)C(=O)NCCCCc1ccccc1 (configuration not stated),x,x,x,19%,-4,149,4%,3,149
O=C(Nc1ccc(Cl)cc1)C1C2CCC3C(CCC21)C3(Cl)Cl (configuration not stated),x,x,x,12%,13,140,-15%,-13,140
COC(=O)C1=C(C)NC(=O)/C1=C\c1cccs1,8,95,87,26%,-10,176,-2%,10,176
O=c1[nH]c(-c2ccc(Cl)cc2)nc2c1cnn2-c1ccccc1,10,100,90,-8%,-6,138,3%,6,138
O=C/C(=C\Nc1ccc(Cl)cn1)c1nc2cc(Cl)ccc2o1,6,38,32,-13%,-50,70,-20%,50*,70*
CCOc1ccc(S(=O)(=O)Nc2cc(OC)ccc2OC)cc1,-16,23,38,-2%,22,109,1%,-22,109
Fc1ccc(-n2[nH]nnc2=S)cc1N1CCCC1,1,88,87,0%,10,102,-7%,-10,102
O/N=C(/Cc1ccccn1)c1ccccc1,5,95,90,-5%,11,125,-2%,-11,125
CCc1cc2c(=O)n(Cc3ccco3)c(SCC(=O)N3CCCc4ccccc43)nc2s1,2,102,100,-51%,0,82,-11%,0,82
Cc1ccc(C2/C(=C(/O)c3ccccc3)C(=O)C(=O)N2CCN2CCOCC2)o1 (configuration not stated),-5,98,103,-31%,-17,133,-18%,17,133
Cc1nc(NC(=O)COC(=O)C(NC(=O)c2ccco2)C(C)C)c(Cl)cc1Cl (configuration not stated),-13,79,92,-55%,9,90,24%,-9,90
CCC(=O)NC(Nc1cc(C)ccn1)(C(F)(F)F)C(F)(F)F,7,99,92,6%,12,182,-1%,-12,182

# Only part of the results is shown (hit frequency here may not be typical).
